Bioassay records: PubChem, National Center for Advancing Translational Sciences (NCATS)
12-LOX inh: inhibitors of human 12S-lipoxygenase ALOX12. purified 12hLO, xylenol orange hydroperoxide absorbance. Potency, µM (highest dose often 108 µM), for the others: at the top dose activity change, negative = inhibition, hits mostly inhibitors. hit rate 1.1% among 580,000. P18054; also: potency is read from the fitted curve at half-maximal effect; % is scaled to controls: 0 for no effect and ±100 for the full control effect
Target sequence (P18054 whole entry, looked up): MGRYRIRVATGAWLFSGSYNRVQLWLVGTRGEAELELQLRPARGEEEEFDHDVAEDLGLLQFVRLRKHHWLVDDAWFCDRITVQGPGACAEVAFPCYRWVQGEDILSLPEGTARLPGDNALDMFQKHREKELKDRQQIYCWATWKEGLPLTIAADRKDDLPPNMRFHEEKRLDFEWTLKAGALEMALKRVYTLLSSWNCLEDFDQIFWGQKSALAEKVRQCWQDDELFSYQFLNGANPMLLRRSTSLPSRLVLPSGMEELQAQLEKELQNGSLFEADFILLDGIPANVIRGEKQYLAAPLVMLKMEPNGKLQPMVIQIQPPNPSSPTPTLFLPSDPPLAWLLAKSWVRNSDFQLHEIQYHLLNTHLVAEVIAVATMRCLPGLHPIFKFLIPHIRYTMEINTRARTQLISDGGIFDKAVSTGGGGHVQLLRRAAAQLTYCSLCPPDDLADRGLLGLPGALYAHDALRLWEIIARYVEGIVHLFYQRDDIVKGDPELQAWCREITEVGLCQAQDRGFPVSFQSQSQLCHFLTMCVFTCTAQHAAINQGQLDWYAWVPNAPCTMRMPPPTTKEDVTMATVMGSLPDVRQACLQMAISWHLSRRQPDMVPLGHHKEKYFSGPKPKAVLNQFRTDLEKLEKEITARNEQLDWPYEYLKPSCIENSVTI
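Purified human 12hLO at 150 nM in 25 mM Hepes, 0.01% Triton X-100, pH 7.0, preincubated 15 min at room temperature with compound. Reaction started with 40 uM arachidonic acid, 30 min at room temperature. Hydroperoxide measured by Fe-xylenol orange, 573/405 nm absorbance ratio.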
Pol iota inh: DNA polymerase iota (human) inhibition; Potency, µM (titrated, usually from 115 µM), without a hit: at the highest dose activity, negative = inhibition, actives largely listed as inhibitors; Pol iota fluorescent replication assay, 10 min; hit rate 1% among 390,000; also: potency is read from the fitted curve at half-maximal effect
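Fluorescent replication assay read twice, at 0 min and 10 min after adding 50 nM (final) substrate. Enzyme (10 nM) and compounds were first incubated 15 min at room temperature; enzyme-free buffer wells were negative controls.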
TRHR agonist: TRH receptor (human) agonism | P34981 | TRHR cells, calcium flux fluo-8, FDSS agonist mode | activation, % at 2 µM | hit rate 0.18% among 360,000 | AID 493084; in the data active = activation above about 30%; also: 0% is about no effect
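Steps: seed TRHR cells overnight; add fluo-8 no-wash Ca dye, RT 30 min–1.5 h; record 10 s baseline; pin-transfer compounds; monitor fluorescence 1 cycle/s for the agonist window. Calcium increases flag candidate agonists.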
POLB inh: DNA polymerase beta (human) inhibition. P06746. Pol beta primer extension/strand displacement, fluorescence kinetic. Potency, µM (highest dose often 114 µM), inactives show top-dose activity change, negative = inhibition, usual class: inhibitors. hit rate 1.3% among 340,000. AID 485314; also: potency is read from the fitted curve at half-maximal effect; % is scaled to controls: 0 for no effect and ±100 for the full control effect
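Curves were derived by four-parameter Hill fits of normalized qHTS data. The kinetic fluorescent primer-extension read was taken at 0 and 10 min after 50 nM substrate, following a 15 min room-temperature preincubation of 10 nM enzyme with compounds.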
APEX1 inh: inhibitors of human APE1 endonuclease | hit rate 0.35% among 350,000 | recombinant APE1, TAMRA/BHQ-2 abasic DNA cleavage fluorescence | Potency, µM (doses to about 65.8 µM), inactives show top-dose activity change, negative = inhibition, most hits filed as inhibitors | AID 2517;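 also: potency is read from the fitted curve at half-maximal effect; plate controls were vehicle for no effect and reference inhibitor for full effect; nearly all actives have a fitted effect of over 55% in size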
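Incision of a quenched TAMRA/BHQ-2 THF abasic-site duplex (50 nM) by 0.75 nM APE1, after 15 min compound preincubation, measured as fluorescence increase over three 60 s reads. Values normalized to buffer, DMSO and NSC13755 control wells.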
Apoferritin bind: candidate novel general anesthetic via apoferritin binding. P02791. Potency, µM (highest dose often 77.5 µM), for the others: at the top dose activity change, negative = displacement, most hits filed as inhibitors. apoferritin/1-aminoanthracene competitive binding, fluorescence. hit rate 0.074% among 350,000; also: potency is read from the fitted curve at half-maximal effect; % is scaled to controls: 0 for no effect and ±100 for the full control effect; nearly all actives have a fitted effect of over 20% in size
Target sequence (P02791 2-175 limits assumed): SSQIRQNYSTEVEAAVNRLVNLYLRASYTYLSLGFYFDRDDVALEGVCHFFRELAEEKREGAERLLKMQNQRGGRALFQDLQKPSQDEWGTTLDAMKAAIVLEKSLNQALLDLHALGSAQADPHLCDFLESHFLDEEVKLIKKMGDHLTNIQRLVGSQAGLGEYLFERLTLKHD
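Steps: apoferritin (10 uM) was premixed with half-saturated 1-AMA in PBS, compounds were pin-transferred, plates stood 10 min at room temperature, fluorescence was read at 380/535 nm, and curves were fitted with a Hill equation.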
ERG Ets-DNA blk: blocks human ERG Ets domain binding to DNA | fluorescence polarization, His-ERG Ets domain / labelled DNA | Potency, µM (titrated, usually from 76.9 µM), inactives show at the highest dose FP activity, negative = inhibition, usual class: inhibitors | hit rate 0.028% among 370,000 | P11308; active = well fitted inhibition curve with a large enough effect in the polarisation, with a control signal flat; inconclusive = small, poorly fitted or top-dose-only effect, or effect the other way, or a change in a side signal; inactive = no such curve, though single readings can be large or run the other way; the % refers to the polarisation;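 also: polarization taken with two DNA probes labelled with fluorescein and Texas red; potency is read from the fitted curve at half-maximal effect; % of control where 0% means no effect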
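His-tagged ERG Ets domain (1 uM in the protein solution; 300mM KCl, 50mM Tris-HCl, 1mM EDTA, 1mM DTT, pH 7.5) received compound, then a probe mix of 5 nM fluorescein-DNA and 100nM Texas-615-DNA. Fluorescence polarization was read for both dyes.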
POLK inh: blocks human DNA polymerase kappa activity. Q9UBT6. purified Pol kappa, fluorescent DNA synthesis assay, 10 min. Potency, µM (top dose mostly 107 µM), for the others: at the highest dose activity, negative = inhibition, hits mostly inhibitors. hit rate 0.53% among 400,000. AID 588579; also: potency is read from the fitted curve at half-maximal effect; % is scaled to controls: 0 for no effect and ±100 for the full control effect
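10 nM Pol kappa was preincubated with compounds for 15 min at room temperature. Reaction started with 50 nM (final) substrate. Fluorescence read kinetically at 0 and 10 min.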
BLM inh: blocks DNA unwinding by human BLM helicase | Potency, µM (top dose mostly 56.1 µM), without a hit: top-dose activity change, negative = inhibition, usual class: inhibitors | recombinant BLM DNA unwinding, fluorescence dequenching | hit rate 0.2% among 350,000;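 also: potency is read from the fitted curve at half-maximal effect; plate controls were vehicle for no effect and no enzyme for full effect; nearly all actives have a fitted effect of over 35% in size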
Numbers without * were called inactive; ? = inconclusive; / = not tested or not shown; & = joins results of further samples; [ ] = another dose, or the depositor's remark. Unless noted, calls follow the shape of the dose curve; as a rule, active = well fitted curve in the direction sought with a large enough effect; inconclusive = small, poorly fitted or top-dose-only effect, or another doubt; inactive = no such curve, though single readings can be large; an effect the other way counts as inactive or inconclusive. The list is partial (hit frequency here may not be typical).

canonical_smiles	Apoferritin bind	APEX1 inh	ERG Ets-DNA blk	POLB inh	Pol iota inh	12-LOX inh	POLK inh	TRHR agonist	BLM inh
Cc1ccc(S(=O)(=O)NCCC(=O)OCC(=O)Nc2ccccc2Cl)cc1	-14.6%	-9.9%	2.4%	3.6%	49.3%[activator]	-7.2%	-3.0%	1.4	-1.1%
CCn1c(SCC(=O)Nc2cc(C)on2)nnc1-c1ccccc1	2.0%	12.8%	-4.4%	4.8%	7.2%	-5.9%	-9.6%	-0.2	-2.3%
Cc1cccc2c(C(=O)O)c3cccc(C)c3nc12	/	/	-28.5%	/	-26.9%[58.9 µM]	?	-3.5%	/	/
COc1ccccc1C(=O)OCc1cc(=O)n2nc(C3CCCCC3)sc2n1	0.4%	/	-2.2%	-1.8%	15.3%	-2.6%	9.7%	0.1	-12.0%
COc1cccc(Cn2c(C3CC3)nc3ccc(NC(=O)c4ccco4)cc3c2=O)c1	-9.8%	-6.8%	/	10.2%	/	-22.9%	/	1.5	-7.5%
O=C(Nc1nccs1)c1c(O)c2cccc3c2n(c1=O)CCC3	-8.9%	0.2%	/	8.2%	/	7.1%	/	0.2	2.2%
CN(C)S(=O)(=O)c1cccc(NC(=O)c2cnccn2)c1	-3.8%	21.4%	/	21.7%	/	/	/	1.8	-2.4%
Cc1cccc(NC(=O)CCn2cnnn2)c1	-4.1%&3.8%	7.3%	9.6%&-5.0%	28.9%&19.2%	1.7%&4.4%	-1.8%&-10.8%	5.3%[60.1 µM]	0.1&2.3	-3.8%&-1.7%
O=C(CSc1nnc(NC(=O)c2ccccc2F)s1)NC1CC1	-6.2%	13.8%	4.1%	14.2%	58.0%[activator]	-1.0%	6.0%	0.5	2.1%
Cn1c(C(O)c2ccc(Br)cc2)nc(Cl)c1Cl (configuration not stated)	-7.8%	-2.3%	-2.9%	-15.0%	39.7%[activator]	9.5%	-3.8%	0.0	-2.9%
COc1ccc(CCNC(=O)c2cc(-c3ccccn3)nc3ccccc23)cc1	/	-15.1%	-10.8%	/	37.3%[activator]	5.9%	-13.6%	-0.4	/
Cc1nnc(SCc2nnc(-c3cccs3)o2)n1C	2.9%	6.4%	-6.2%	-6.4%	16.8%	-21.4%	-3.5%	-2.9	-2.5%
Cc1ccc2[nH]c(-c3ccccc3)c(CN(C)C)c(=O)c2c1	-19.7%	-0.2%	-1.7%	24.3%	36.4%[activator]	1.6%	6.4%	0.0	-0.3%
COc1cccc(C2=NOC(C(=O)Nc3cc(C)on3)C2)c1 (configuration not stated)	7.9%	3.8%	4.0%	23.0%	111.0%[activator]	26.1%	-5.3%	-0.4	-14.3%
COC(=O)c1c(-c2ccc(Cl)cc2)noc1N1CCN(c2cccc(C)c2C)CC1	-1.3%	/	-1.7%	0.9%	15.4%	-14.0%	1.2%[60.1 µM]	0.3	-4.5%
Cc1ccc(C)c(N(CC(=O)NC2CCCC2)C(=O)CCCC(=O)Nc2ccccn2)c1	-13.2%	3.8%	-8.4%	7.6%	0.2%	9.7%	1.3%	-0.8	-0.2%
C=C[C@H](Cc1ccccc1)N(Cc1ccccc1)S(=O)(=O)N(Cc1ccccc1)[C@H](C=C)Cc1ccccc1	/	-7.6%	1.8%	/	-11.0%	6.3%	-3.6%	/	/
CCOC(=O)c1c(NC(=O)/C=C/c2ccc3c(c2)OCO3)sc(C)c1CC	-8.3%	-2.1%	-0.8%	80.0%	25.4%	-30.4%	-1.1%	0.1	-10.1%
CC(=O)c1ccccn1	/	16.8%&-1.0%	-4.0%	/	29.8%	-1.9%	-4.5%	-0.4	/
CC1CC(=O)c2cnc(Nc3ccccc3)nc2C1 (configuration not stated)	-3.5%	2.3%	-1.4%	-26.5%	18.2%	19.0%	1.9%	0.4	0.3%
O=C(Cc1sc(-c2ccccc2)nc1-c1ccccc1)Nc1ccccc1	-9.6%	7.3%	-4.4%	0.7%	-8.1%	0.0%	-2.4%	0.5	-2.1%
COc1ccc(Br)cc1CN(C)C(=O)c1cnc(C)cn1	4.2%	-8.2%	6.1%	19.8%	20.0%	-0.5%	-8.7%	-1.6	-1.1%
Cc1cc(C)cc(OCCSc2nc(-c3cccs3)nc3cc(=O)[nH]n23)c1	?	/	4.4%	?	?	-7.5%	-13.4%	-0.5	-4.9%
COc1ccc(-c2ccc3nnc(SCC(=O)N4CCCC4)n3n2)cc1	/	4.5%	-3.4%	/	7.0%	0.3%	-1.0%	-0.5	/
COc1ccc(NC(=O)c2cc(S(=O)(=O)N3CCCC3)ccc2C)cn1	/	-11.3%	4.0%	/	-19.6%	4.6%	-8.0%	-0.3	/

Filtered by structure: the entries above with bromine.
canonical_smiles	Apoferritin bind	APEX1 inh	ERG Ets-DNA blk	POLB inh	Pol iota inh	12-LOX inh	POLK inh	TRHR agonist	BLM inh
Cn1c(C(O)c2ccc(Br)cc2)nc(Cl)c1Cl (configuration not stated)	-7.8%	-2.3%	-2.9%	-15.0%	39.7%[activator]	9.5%	-3.8%	0.0	-2.9%
COc1ccc(Br)cc1CN(C)C(=O)c1cnc(C)cn1	4.2%	-8.2%	6.1%	19.8%	20.0%	-0.5%	-8.7%	-1.6	-1.1%

Carrying on:
canonical_smiles	Apoferritin bind	APEX1 inh	ERG Ets-DNA blk	POLB inh	Pol iota inh	12-LOX inh	POLK inh	TRHR agonist	BLM inh
Cc1ccc(C(=O)OCC(=O)N2CCCc3ccccc32)cc1C	/	-13.2%	-4.6%	/	8.1%	?	-11.1%	0.6	/
COc1ccc(S(=O)(=O)Nc2cccc3c2O[C@H](CN(C)C(=O)Nc2c(C)noc2C)[C@@H](C)CN([C@H](C)CO)C3=O)cc1	/	-7.2%	7.1%	/	61.7%[activator]	-0.1%	0.3%	/	/
CCOC(=O)C1=NN(c2ccccc2)C2(S1)SC(C(C)=O)=C(C)N2c1ccccc1 (configuration not stated)	-20.7%	-2.4%	-1.0%	1.3%	10.4%	-1.5%	-0.1%	-0.2	-9.7%
NC(=O)c1ccc(Cl)c2ccccc12	7.1%	1.5%	8.4%	-17.5%	-2.1%	-29.3%	-6.3%	-0.5	-1.3%
Cc1cccnc1NC(=O)CNC(=O)COc1ccccc1	/	4.9%	1.7%	/	6.1%	0.9%	13.3%	0.0	/
Cc1ccc(-c2c(C(=O)N/N=C/c3cccc(Cl)c3)nnn2-c2nonc2N)cc1	8.3%	0.6%	8.1%	-24.2%	0.7%	-4.6%	11.6%	-1.8	-6.2%
Cc1ccc(C)c(-c2cc(C(=O)Nc3cccc(C(=O)O)c3)c3ccccc3n2)c1	-5.2%	-3.7%	-5.7%	2.6%	57.8%[activator]	-16.1%	-17.3%	0.1	-0.5%
CC(C)(O)CC[C@@H](O)[C@](C)(O)C1CC[C@@]2(O)C3=CC(=O)[C@]4(O)C[C@@H](O)[C@@H](O)C[C@]4(C)C3CC[C@]12C (some centres not stated)	/	29.8%	15.5%	/	0.1%	9.6%	3.6%	0.2	/
CC(=O)Nc1ccc(-n2cc(-c3ccccc3)[nH]c2=S)cc1	-6.4%	-1.3%	-0.9%	-9.0%	-11.5%	28.2µM*	-21.0%	0.9	-7.7%
Cc1nn(-c2c(Cl)cc(Cl)cc2Cl)c(=O)c2ccccc12	?	6.2%	2.3%	-23.4%	7.2%	0.0%	-4.5%	-0.7	-4.2%
CC1Oc2ccccc2N(CC(=O)NCCN2CCOCC2)C1=O (configuration not stated)	1.1%	45.0%[activator][12.4 µM]	8.1%	-0.1%	11.7%	/	4.6%	0.8	-0.9%
COc1ccc(Cn2nnc3c(=O)[nH]c(C4CCCN(C(=O)c5ccccc5Cl)C4)nc32)cc1OC (configuration not stated)	?	/	-6.4%	-27.6%	14.2%	-16.2%	-6.8%	-0.6	-1.3%
N#C/C(=C/c1ccc(F)cc1)c1nnc(NC(=O)c2ccccc2)s1	-0.5%	-1.1%	-21.0%	-21.9%	11.7%	3.7%	4.2%	3.1	-5.7%
COC(=O)[C@]1(Cc2ccccc2)N[C@H](CN(C)S(=O)(=O)c2ccc(OC(F)(F)F)cc2)[C@@H]2C(=O)N(Cc3ccccc3)C(=O)[C@@H]21	/	-14.5%	7.8%	/	16.1%	12.2%	10.8%	/	/
O=C(/C=C/c1ccccc1Cl)N(Cc1cccs1)C1CCS(=O)(=O)C1 (configuration not stated)	-5.8%	24.6%	-10.6%	12.7%	20.3%	58.4%[activator]	-13.7%	-0.5	-4.7%
CSc1ccccc1C(=O)OCC(=O)Nc1cccnc1Cl	/	5.1%	7.0%	/	59.4%[activator]	-3.5%	-6.3%	/	/
CCCNC(=O)CC(NS(=O)(=O)c1ccc(OC)cc1)c1ccco1 (configuration not stated)	-3.6%	14.7%	0.7%	-5.0%	102.9%[activator]	-4.4%	-9.3%	0.0	3.6%
O=C(NCC(O)c1ccc([N+](=O)[O-])cc1)Nc1ccccc1 (configuration not stated)	0.6%	-7.3%	2.6%	10.2%	34.5%[activator]	-12.0%	5.2%	-0.7	-2.4%
CCOc1cc(CN2CCN(S(=O)(=O)Cc3ccccc3)CC2)ccc1OC	-4.0%	43.7%	-0.5%	-16.6%	-2.2%	-0.2%	1.9%	0.4	-4.4%
Nc1ccc(-c2ncc(-c3ccccc3)o2)cc1	-11.9%	10.8%	4.5%	1.7%	47.2%[activator]	-13.5%	8.0%	-0.7	-3.0%
Cc1onc(-c2ccccc2)c1CNC(=O)Nc1ccccc1	0.5%	-8.4%	7.8%[15.4 µM]	-27.6%	55.9%[activator]	-3.2%	4.7%	-0.4	-5.1%
